# Ub-GFP proteasome = proteasome inhibitors stabilizing ubiquitin-GFP reporter | Ubiquitin-GFP reporter cells, proteasome inhibition, GFP fluorescence; response scale: untreated = 0%, 10 µM MG-132 = 100% | Potency, µM (doses to about 45.9 µM), without a hit: at the top dose activation (GFP accumulation), actives largely listed as activators | 67,000 tested, under 10 active; active = well fitted activation curve with a large enough effect, not every such curve was filed as active; inconclusive = small, poorly fitted or top-dose-only effect, or another doubt; inactive = no such curve, though single readings can be large or run the other way; also: potency is read from the fitted curve at half-maximal effect
#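 Proteasome blockade was scored as a rise in GFP-expressing U2OS cells carrying a ubiquitin(G76V)-GFP construct, imaged after 4 hr compound treatment at 37 °C across a 46 uM–2.9 nM series.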
# TexasRed autofl = Texas Red region autofluorescence; Compound fluorescence, Texas Red channel, 547/618 nm; hits give high values; max dye-equivalent concentration, M; 59,000 tested, 0.06% active; AID 587; in the data active = max dye-equivalent concentration above about 10 nM; inconclusive = between about 1.1 nM and that limit
#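 Compound fluorescence was read after 15 min at room temperature in 100 mM Tris, pH 8.0, using 547 nm excitation and 618 nm emission across a concentration series. It was expressed as Texas Red dye-equivalent concentration from an on-plate standard curve.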
# Luciferase inh = inhibitors of firefly luciferase; P08659; purified firefly luciferase, luminescence, 8 min; Potency, µM (doses to about 57.1 µM), for the others: at the highest dose activity change, negative = inhibition, hits mostly inhibitors; 72,000 tested, 2.2% active; AID 411; also: potency is read from the fitted curve at half-maximal effect; % is scaled to controls: 0 for no effect and ±100 for the full control effect; nearly all actives have a fitted effect of over 40% in size
# Target sequence (P08659 whole entry, looked up): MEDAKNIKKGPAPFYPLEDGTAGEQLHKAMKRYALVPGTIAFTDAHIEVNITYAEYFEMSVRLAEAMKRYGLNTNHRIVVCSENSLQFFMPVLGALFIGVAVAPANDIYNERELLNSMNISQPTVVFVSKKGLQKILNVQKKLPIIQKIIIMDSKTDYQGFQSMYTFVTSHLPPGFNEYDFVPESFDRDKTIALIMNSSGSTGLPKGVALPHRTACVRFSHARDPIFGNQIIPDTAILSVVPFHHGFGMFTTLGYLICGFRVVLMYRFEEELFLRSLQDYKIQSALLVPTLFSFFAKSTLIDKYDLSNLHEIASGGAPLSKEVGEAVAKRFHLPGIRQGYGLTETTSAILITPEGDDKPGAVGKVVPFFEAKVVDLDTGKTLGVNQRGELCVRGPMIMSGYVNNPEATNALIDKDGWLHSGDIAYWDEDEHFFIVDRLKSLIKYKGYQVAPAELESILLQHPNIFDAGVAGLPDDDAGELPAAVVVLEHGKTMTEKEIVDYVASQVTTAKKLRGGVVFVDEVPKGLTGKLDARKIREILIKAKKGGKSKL
#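 Here, luciferase activity is measured as luminescence following an 8 min room-temperature reaction at 10 uM ATP, pH 7.2. Every library sample is titrated.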
# HBB splicing = hemoglobin beta splicing modulation; HBB splicing reporter cell assay, activation; EGFP reporter with mutant IVS2-654 intron; response scale: normalised to 500 nM splice-correcting PNA; Potency, µM (highest dose often 46.1 µM), for the others: at the top dose activation, actives largely listed as activators; 65,000 tested, 0.06% active; AID 925; also: potency is read from the fitted curve at half-maximal effect; 0% is about no effect
#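 Compounds were applied for 2 days to HeLa EGFP-654 cells, 500/well in Optimem with 2% FCS. The reporter's EGFP is disrupted by mis-splicing of beta-globin intron IVS2-654. Readout: summed well GFP fluorescence from 488 nm laser scanning; reference was 500 nM antisense […] 654 PNA.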
# Epigenetic mod = derepresses silenced GFP locus in mouse C127i cells. mouse C127i GFP locus derepression, cytometry, 30 h. Potency, µM (series often up to 46.1 µM), inactives show top-dose GFP derepression (activation). 68,000 tested, 0.09% active. AID 597; also: % of control where 0% means no effect
#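 Read-out is the number of GFP-positive cells, scored as fluorescent objects 20 to 120 um wide, reflecting derepression of a silenced CMV-GFP reporter in murine C127i cells after 30 h compound exposure at 37 C.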
# Fluorescein fluor = compound autofluorescence in fluorescein spectral region; Compound autofluorescence, 480/540 nm, fluorescein-equivalent; hits give high values; max fluorescein-equivalent concentration, M; 59,000 tested, 0.91% active; in the data active = max fluorescein-equivalent concentration above about 10 nM; inconclusive = between about 1.1 nM and that limit
#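 Autofluorescence profiling; 100 mM Tris, pH 8.0; incubation 15 min at RT; ex/em 480/540 nm; result as fluorescein-equivalent concentration.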
# A350 fluor = compound fluoresces in the Alexa 350 spectral region. Compound autofluorescence, 340/450 nm, Alexa 350 dye-equivalents; hits give high values. max dye-equivalent concentration, M. AID 590. 59,000 tested, 11% active; in the data active = max dye-equivalent concentration above about 10 nM; inconclusive = mostly about 1.1 nM to 9.6 nM
# 4MU fluor = 4-MU region autofluorescence. 59,000 tested, 11% active. AID 589. compound autofluorescence, 340/450 nm, 4-MU equivalents; hits give high values. max dye-equivalent concentration, M; in the data active = max dye-equivalent concentration above about 10 nM; inconclusive = mostly about 1.1 nM to 9.6 nM
#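 Compounds in 100 mM Tris, pH 8.0, incubated 15 min at room temperature, then fluorescence read at 340 nm excitation/450 nm emission. Signal converted to 4-MU dye-equivalent concentration using an on-plate six-point 4-MU standard curve.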
# CRE Fsk mod = CRE-bla signaling modulation under forskolin stimulation; CHO CRE-bla reporter (cAMP response element driving beta-lactamase), forskolin EC10, beta-lactamase ratio; Potency, µM (titrated, usually from 38.2 µM), inactives show at the top dose activity change, negative = inhibition, actives largely listed as activators; 71,000 tested, 2.5% active; AID 662; active = well fitted activation curve with a large enough effect in the signal ratio, with a control signal flat, not every such curve was filed as active; inconclusive = small, poorly fitted or top-dose-only effect, or effect the other way, or a change in a side signal; the % refers to the signal ratio; also: potency is read from the fitted curve at half-maximal effect; % of control where 0% means no effect
#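 The 460nm/530nm emission ratio after CCF4 loading defined %Activity, from which AC50 values were obtained. CRE-bla CHO cells received compound dilution series together with an EC10 level of NKH 477 for 3 hours at 37 degrees Celsius.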
# ERK AVP block = inhibitors of vasopressin-stimulated ERK signaling pathway | HEK293-V1b, vasopressin-stimulated pERK AlphaScreen | Potency, µM (top dose mostly 57.5 µM), for inactives: at the highest dose activity, negative = inhibition, most hits filed as inhibitors | 72,000 tested, 0.99% active; also: potency is read from the fitted curve at half-maximal effect; % is scaled to controls: 0 for no effect and ±100 for the full control effect; nearly all actives have a fitted effect of over 55% in size
#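 V1b-HEK293 cells; cpd 30 min 37C; 25 nM vasopressin 5 min; lyse 10 min; AlphaScreen beads 5 hr RT. Normalized to DMSO basal and 25 nM vasopressin; AC50 by Hill fit.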
# Hsp90 Hop PPI = changes Hsp90-Hop TPR2A binding signal, up or down | AlphaScreen TPR2A-His6 binding biotin-Hsp90 C-terminal peptide | Potency, µM (series often up to 57 µM), for inactives: at the top dose activity change, negative = inhibition | 71,000 tested, 0.44% active | AID 595; active = well fitted curve in either direction with a large enough effect; inconclusive = small, poorly fitted or top-dose-only effect, or another doubt; also: potency is read from the fitted curve at half-maximal effect; % is scaled to controls: 0 for no effect and ±100 for the full control effect; many of its hits are not listed in these tables
# * = called active by the depositor; i = inactive; ? = inconclusive; . = not tested or not shown; [ ] = remark or other dose. Unless noted, calls follow the shape of the dose curve; as a rule, active = well fitted curve in the direction sought with a large enough effect; inconclusive = small, poorly fitted or top-dose-only effect, or another doubt; inactive = no such curve, though single readings can be large; an effect the other way counts as inactive or inconclusive. These rows are one share of the data; rates above refer to the full screens.
SMILES,Ub-GFP proteasome,TexasRed autofl,Luciferase inh,HBB splicing,Epigenetic mod,Fluorescein fluor,A350 fluor,4MU fluor,CRE Fsk mod,ERK AVP block,Hsp90 Hop PPI
CCCc1cc(=O)[nH]c(SCC(=O)NC(=O)OCC)n1,0%,i,2%,0.8%,-2%,i,i,i,3%,-2%,2%
COc1ccc(C(=O)N2CCC3(CC2)CCN(c2ccccn2)CC3)cc1,0%,i,-3%[11.4 µM],-0.2%,0%[9.22 µM],i,i,i,-8%,?,3%
COc1cc2c(C(=O)NCc3ccc(C)o3)cn(CC(C)C)c(=O)c2cc1OC,-16%,i,-3%,0.3%,-1%,i,i,i,?,13%,-16%
CC1=CC(c2ccccc2)n2nc(N3C(=O)c4ccccc4C3=O)nc2N1 (stereo unspecified),8%,i,1%,0.6%,14%,?,?,?,?,-13%,-7%
Cc1cc(NC(=O)c2cc(-c3cccnc3)nc3c(C)c(C)ccc23)no1,-1%,i,0%,2.6%,6%,i,3e-08M*,3.7e-08M*,-17%,-28%,-5%
O=C(Nc1ccccc1C(=O)Nc1ccccc1C(=O)NCc1ccco1)c1ccco1,-10%,i,2%,0.0%,6%,i,4.9e-08M*,3.9e-08M*,?,23%,?
CN(C)c1ccc(-c2ccc3ncnc(N4CCNCC4)c3c2)cc1,1%,i,0%[2.29 µM],-0.6%,0%[9.22 µM],i,i,i,?,-27%,-6%
COc1cccc(NC(=O)N2CCCC2C(=O)Nc2ccc3c(c2)OCO3)c1 (stereo unspecified),-2%,i,2%,.,-1%,i,i,i,2%,-13%,-5%
Cc1cccc(N2CCN(C(=O)Cn3ccc4ccccc4c3=O)CC2)c1C,-6%,i,-1%,0.3%,-1%,i,i,i,?,3%,3%
Clc1cccc(-c2nnc3sc(-c4ccc5c(c4)OCO5)nn23)c1,0%,i,-1%,0.7%[57.5 µM],3%,i,1.1e-08M*,?,15%,8%,1%
CCC(C)n1c(SC(C)C#N)nc2ccccc2c1=O (stereo unspecified),2%,i,-13%,0.0%[57.5 µM],0%,?,i,i,?,12%,9%
O=C(NC1CCCc2ccccc21)C1CCN(c2nnc(-n3cccc3)s2)CC1 (stereo unspecified),20%,.,-3%,-0.5%,0%,.,.,.,-18%,-19%,-2%
O=C(O)CCC(C(=O)O)n1c(O)c(C2=c3ccccc3=NC2=O)sc1=S (stereo unspecified),-6%,.,-17%,-1.1%,-2%,.,.,.,-2%,?,2%
Cc1[nH]nc2c1C1(CCN(Cc3ccccc3)CC1)C(C#N)=C(N)O2,-7%,?,-1%,3.4%,3%,?,1.9e-08M*,1.6e-08M*,19%,-13%,-6%
COC(=O)C(C)Sc1nc2c([nH]c3ccccc32)c(=O)n1C (stereo unspecified),1%,i,-2%,-0.2%,2%,i,i,i,2%,-10%,-2%
Cn1c(C(O)c2ccccc2)nc(Cl)c1Cl (stereo unspecified),-3%,.,-3%,-2.3%[9.22 µM],-2%,.,.,.,-6%,-17%,-1%
O=C(COc1ccccc1)Nc1ccccc1N1CCN(c2ccc(F)cc2)CC1,3%,?,-7%,.,-2%,i,i,i,12%,-1%,-1%
CCN(CC)CCN1C(=O)Cn2c(C)c(C)c3cccc1c32,12%,i,-1%,0.5%,0%,i,i,i,19%,-11%,-9%
CCOc1ccc(C2=Nn3c(nnc3-c3ccccn3)SC2)cc1,.,i,-1%[25.5 µM],.,-2%[20.6 µM],i,i,i,.,.,.
CSc1cccc(NC(=O)CSc2nc3ccccc3o2)c1,4%,i,0%,-1.0%,14%,i,i,i,?,18%,12%
CCn1c(SCC(=O)NCc2cccs2)nc2c1c(=O)n(C)c(=O)n2C,3%,i,1%,0.0%[57.5 µM],-2%,i,i,i,2%,-17%,-4%
CCOC(=O)c1cn2c3c(c(F)c(F)c(F)c3c1=O)SC(N1CCCC1)=N2,11%,i,2%,2.6%,2%,i,2.1e-08M*,2.1e-08M*,?,27%,-1%
COc1ccc(C(=O)Nc2cccc3c2C(=O)NC3=O)cc1S(=O)(=O)N1CCOCC1,2%,i,0%,-0.3%[57.5 µM],7%,i,3.5e-07M*,4.3e-07M*,2.5µM*,?,-4%
COc1ccc(CNc2nc3c(c(C(F)(F)F)n2)CCCCC3)cc1,-12%,?,1%,-2.1%,5%,i,i,i,?,12%,?
CCn1cc(C(=O)OCc2ccc(F)cc2)c(=O)c2ccc(C)nc21,2%,i,2%,-0.4%,7%,i,i,i,13µM*,-26%,-4%
CC(C)C(O)(C(C)C)C(C)C,-2%[9.17 µM],i,3%[11.4 µM],3.4%[9.22 µM],2%[9.22 µM],i,i,i,1%[7.6 µM],4%[11.5 µM],-2%[11 µM]
COCCNC(=O)Cn1nc(-c2ccccc2OC)ccc1=O,-1%,?,-1%,.,0%,i,i,i,-3%,-8%,-1%
O=C(C1COc2ccccc2O1)N1CCOCC1 (stereo unspecified),27%,.,0%,0.2%,-3%,.,.,.,-2%,-6%,-4%
C=CCN(C(=O)Nc1ccccc1)C1CC(=O)N(c2ccc(OC)cc2)C1=O (stereo unspecified),-3%,i,-2%,-0.2%,-3%,i,i,i,-6%,36%,?
O=C(Nc1cccnc1)c1cc(-c2ccco2)on1,-5%,i,-29%,-4.6%,1%,?,i,i,3%,13%,-1%
NC(=O)C1CCN(S(=O)(=O)c2cccc(S(=O)(=O)N3CCCCC3)c2)CC1,-2%,?,-4%,.,0%,i,i,i,3%,-2%,0%
CCCc1nc(SCC(=O)Nc2cc(C)on2)c2c(=O)n(C)c(=O)n(C)c2n1,6%,.,1%,-0.3%,.,.,.,.,?,.,-2%
COc1ccc(NC(=O)c2cc(CN3C(=O)c4ccccc4C3=O)ccc2OC)cn1,-1%,i,-1%,-0.3%[57.5 µM],-1%,?,i,i,?,0%,-2%
Fc1ccccc1Cn1nnc2c(NCCc3ccccn3)ncnc21,2%,i,4%,.,0%,i,i,i,9%,-14%,-1%
CC(=O)c1ccc2c3c(cccc13)C(=O)N(c1c(C)nn(C)c1C)C2=O,-4%,?,1%,-0.4%[57.5 µM],2%,i,i,i,?,-9%,-2%
COc1cc2nc(NCC3CCCO3)n3nc(-c4cccnc4)nc3c2cc1OC (stereo unspecified),-1%,i,3%,-1.2%,0%,i,i,i,?,?,1%
Cc1cc(/C(O)=C2\C(=O)C(=O)N(CCN(C)C)C2c2ccncc2)ccc1OCc1ccccc1 (stereo unspecified),.,i,0%[25.5 µM],.,2%[20.6 µM],?,i,i,.,.,.
Cc1cc(C)nc(NC2=NCC(=O)N2CCc2c[nH]c3ccccc23)n1,-4%,i,3%,-0.7%,9%,i,1.8e-08M*,1.5e-08M*,-8%,-15%,-3%
COc1ccc(-c2nc3cnc(N4CCOCC4)nc3n(CCC#N)c2=O)cc1,-4%,?,-8%[11.4 µM],1.5%,16%[9.22 µM],i,2.3e-08M*,1.8e-08M*,?,12%,-4%
Cc1ccc(C(=O)NCc2ccc3c(c2)OCO3)cc1N1CCCC1=O,4%,.,2%,0.0%,3%,.,.,.,-7%,3%,-1%
COc1cccc(-c2nc3ccc(O)cc3c(=O)o2)c1,-9%,i,?,-1.4%,5%,i,?,?,?,-24%,-2%
N=c1n(CCN2CCOCC2)c2ccccc2n1Cc1ccccc1Br,.,i,1%,-0.3%[0.369 µM],0%,?,i,i,?,7%,-3%
CC(=O)c1cc2c(cc1N)OCO2,-3%,i,0%,3.4%[1.84 µM],4%,i,?,i,13%,-4%,1%
Cc1cc(N2C3CCC2CC(O)(c2ccc(F)cc2)C3)nc(-c2ccccc2)n1 (stereo unspecified),3%,i,4%,-0.4%[57.5 µM],0%,i,i,i,-12%,-10%,2%
O=C(CN1C(=O)NC2(CCCCC2)C1=O)Nc1ccccc1Cl,-2%,i,0%,-0.1%[57.5 µM],2%,i,i,i,-2%,-4%,1%
Cc1cccc(OCCCN2CCCCCC2)c1,3%,i,0%,1.6%,0%,i,i,i,1%,-16%,-3%
COCc1cc(C)nc(N)c1C#N,.,i,0%[25.5 µM],.,0%[20.6 µM],i,?,?,.,.,.
COCCCNC(=O)CN(c1cc(OC)ccc1OC)S(=O)(=O)c1ccccc1,-4%,i,1%,0.8%,-3%,i,i,i,1%,-12%,0%

# Two entries from above, with two lines to a compound.
# Every second line gives: Ub-GFP proteasome, TexasRed autofl, Luciferase inh, HBB splicing, Epigenetic mod, Fluorescein fluor, A350 fluor, 4MU fluor, CRE Fsk mod, ERK AVP block, Hsp90 Hop PPI
COc1cccc(-c2nc3ccc(O)cc3c(=O)o2)c1
→ -9%, i, ?, -1.4%, 5%, i, ?, ?, ?, -24%, -2%
N=c1n(CCN2CCOCC2)c2ccccc2n1Cc1ccccc1Br
→ ., i, 1%, -0.3%[0.369 µM], 0%, ?, i, i, ?, 7%, -3%
